Source: PubChem
STAT1 inh: STAT1 signaling inhibition. NIH 3T3 STAT1-luciferase reporter, IFN-gamma, luminescence. inhibition, % at 5.5 µM. actives 0.35% (n = 200,000). AID 920;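 active = inhibition above a set limit, the mean inhibition across all tested compounds plus 3 SD, cut at about 34% in these data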;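 note: 0% = IFN-gamma with DMSO and 100% = IFN-gamma with 300 µM nifuroxazide; values of inactives mirror those of a sister screen read the other way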
STAT3 activator: activators of IL-6 induced STAT3 signaling | U3A cells, IL-6 STAT3-luciferase reporter, luminescence; 100% = signal with IL-6 EC80 alone | actives 0.91% (n = 190,000) | activation (% of control), % at 5.6 µM;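 active = activation above the screen-wide mean of compound activation plus 3 SD, cut at about 130% in these data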;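 note: 0% = background luminescence of wells with medium and substrate only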
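Material: STAT3-luciferase reporter U3A cells. Controls: IL-6-treated wells, 100% activation. Read-out: % activation versus median of IL-6-stimulated wells. Probe or stimulus: IL-6 stimulus at 33 ng/mL final. Timing: compound 1 h, then IL-6 6 h at 37 °C. Signal: reporter luminescence signal.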
STAT1 activator: STAT1 signaling activation. NIH 3T3 STAT1-luciferase reporter, IFN-gamma, luminescence; 100% = IFN-gamma alone, no compound. activation (% of control), % at 5.5 µM. actives 2.6% (n = 200,000);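 active = activation above the screen-wide mean activation plus 3 SD, cut at about 130% in these data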;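 note: raw ratio to IFN-gamma control signal so 100% means no change and 0% no light; values of inactives mirror those of a sister screen read the other way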
TLR4 MyD88 comp: blocks binding of human TLR4 to MyD88; HeLa CL3-4 TLR4/MyD88 BLA complementation, FRET ratio; inhibition, % at 8.4 µM; actives 0.18% (n = 200,000); in the data active = inhibition above about 25%;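 note: 0% = vehicle and 100% = reference inhibitor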
Target sequence (O00206 whole entry, looked up): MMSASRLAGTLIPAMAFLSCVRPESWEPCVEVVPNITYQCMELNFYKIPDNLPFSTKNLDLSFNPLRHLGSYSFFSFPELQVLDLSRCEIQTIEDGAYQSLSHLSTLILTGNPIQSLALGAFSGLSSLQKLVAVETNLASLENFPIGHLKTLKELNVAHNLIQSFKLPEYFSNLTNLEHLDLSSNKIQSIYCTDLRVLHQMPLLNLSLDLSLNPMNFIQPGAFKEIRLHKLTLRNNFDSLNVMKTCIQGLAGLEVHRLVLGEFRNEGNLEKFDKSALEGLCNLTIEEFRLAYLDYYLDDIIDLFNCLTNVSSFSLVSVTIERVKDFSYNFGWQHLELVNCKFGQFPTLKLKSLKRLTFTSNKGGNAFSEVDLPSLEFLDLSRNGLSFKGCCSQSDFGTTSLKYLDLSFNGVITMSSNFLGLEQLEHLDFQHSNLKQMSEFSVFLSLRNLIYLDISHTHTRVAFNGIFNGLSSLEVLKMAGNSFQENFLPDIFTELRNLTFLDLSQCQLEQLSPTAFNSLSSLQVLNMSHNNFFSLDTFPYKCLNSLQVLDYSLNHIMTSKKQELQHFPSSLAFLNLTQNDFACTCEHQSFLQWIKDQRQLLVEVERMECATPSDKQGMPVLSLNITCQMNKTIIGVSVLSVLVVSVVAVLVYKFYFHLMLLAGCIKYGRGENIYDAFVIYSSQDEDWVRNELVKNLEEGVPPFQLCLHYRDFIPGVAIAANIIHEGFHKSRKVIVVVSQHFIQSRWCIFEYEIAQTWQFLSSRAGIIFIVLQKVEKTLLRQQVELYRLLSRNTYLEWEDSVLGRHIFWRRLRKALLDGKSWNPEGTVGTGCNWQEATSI
Target sequence (Q99836 whole entry, looked up): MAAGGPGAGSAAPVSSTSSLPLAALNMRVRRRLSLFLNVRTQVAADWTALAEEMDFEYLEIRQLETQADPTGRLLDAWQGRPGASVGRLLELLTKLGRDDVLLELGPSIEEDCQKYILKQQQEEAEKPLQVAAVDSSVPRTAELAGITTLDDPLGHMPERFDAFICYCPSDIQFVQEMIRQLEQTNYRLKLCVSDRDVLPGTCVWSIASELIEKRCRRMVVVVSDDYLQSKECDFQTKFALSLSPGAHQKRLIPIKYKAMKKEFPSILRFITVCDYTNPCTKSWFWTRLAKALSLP
STAT3 blocker: STAT3 signaling inhibition; U3A cells, IL-6 STAT3-luciferase reporter, luminescence; host cell line lacks STAT1; inhibition, % at 5.5 µM; actives 0.89% (n = 190,000); AID 862;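 active = inhibition above the mean inhibition across all screened compounds plus 3 SD, cut at about 44% in these data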;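 note: 0% = DMSO only wells and 100% = 100 µM nifuroxazide control wells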
APP transl inh: APP translation inhibition; SH-SY5Y APP 5'UTR-luciferase reporter, luminescence; inhibition, % at 2 µM; actives 0.82% (n = 190,000);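 active = inhibition above a set limit, derived from the sample mean plus 3 SD, cut at about 45% in these data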; note: values of inactives mirror those of a sister screen read the other way
Diaphorase act: counter-screen for diaphorase-based assays: diaphorase activators and chemical reducers; Diaphorase/resazurin coupled assay, resorufin fluorescence, 16 min; stronger effect = higher value; 1 = vehicle wells, 0 = NADH-free wells; activation factor at 20 µM; actives 0.005% (n = 190,000);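 active = diaphorase activity raised at least twofold by the compound at 20 µM; inactive = activation factor below 2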
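Assay system: bacterial diaphorase enzyme (C. kluyveri) / Input: enzyme 0.07 U/mL final / Medium: 50 mM HEPES pH 7.4 with 4.542 mM MgCl2, 0.005% Tween 20 / Doses: single compound dose of 20 µM, 1% DMSO final / Incubation: 16 min enzyme reaction, ambient temperature / Signal: fluorescence, excitation 544 nm and emission 590 nm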
Hsp70 act: switches on Hsp70 transcription; HeLa Hsp70 promoter luciferase reporter, luminescence; scaled: vehicle 0, proteasome-inhibitor control 100%; activation, % at 10 µM; actives 0.04% (n = 200,000); AID 1203;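 active = activation above the mean across all tested compounds plus 3 SD, cutoff set per campaign, cut at about 5.5% in these data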;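 note: 100% = MG132 at 30 µM as the positive control and 0% = DMSO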
G6PDH counter: counter-screen for G6PDH assay hits: L. mesenteroides G6PDH inhibition; Purified L. mesenteroides G6PDH, diaphorase/resazurin coupled fluorescence, 45 min; inhibition, % at 5 µM; actives 0.12% (n = 200,000); AID 1020; in the data active = inhibition above about 50%
Diaph inh CS: diaphorase inhibition or chemical oxidation counter-screen. diaphorase resazurin-to-resorufin fluorescence, NADH, 16 min; bacterial (C. kluyveri) enzyme, not human. inhibition, % at 20 µM. actives 0.69% (n = 190,000). AID 1217;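 active = primary screen inhibition at 20 µM above a set limit, cut at about 50% in these data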;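 note: plate controls were DMSO with full reaction for no effect and wells lacking NADH for full effect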
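material = Clostridium kluyveri diaphorase enzyme | amount = 0.14 U/mL diaphorase, enzyme working solution | schedule = incubation 16 min, room temperature | detection = fluorescence of resorufin formed from resazurin, Ex 544/Em 590 nm | benchmarks = positive control minus NADH, DMSO neutral control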
* marks the source's active call; other numbers are inactive results; & = joins results of further samples.

SMILES	STAT1 inh	STAT3 activator	STAT1 activator	TLR4 MyD88 comp	STAT3 blocker	APP transl inh	Diaphorase act	Hsp70 act	G6PDH counter	Diaph inh CS
CCCn1nnc(NC(=O)c2ccccc2Br)n1	-2	97	102	7	3	-7	0.9	-0.3	-3	7
Cc1oc(-c2ccccc2F)nc1CS(=O)(=O)CC(=O)N1CCOCC1	5	100	96	-6	0	-14	0.8	-0.3	-11	19
COCCNC(=O)C(c1ccc(C)o1)N(CC1CCCO1)C(=O)Cn1nnc2ccccc21 (centres undefined)	0	100	100	-12	5	6	1	0.0	6	4
CCc1sc(/C=C(/C#N)C(N)=S)cc1[N+](=O)[O-]	-4	112	103	-2	-9	6	0.7	-0.4	6	32
Cc1ccc(N2C(=O)CCC2(C(N)=O)c2ccccc2)cc1 (centres undefined)	3	94	96	3	17	-1	1	0.0	6	-2
COc1ccc(CCn2c(=S)[nH]c3cc(C(=O)NCc4ccco4)ccc3c2=O)cc1OC	-8	85	108	-3	20	6	0.9	-0.1	-6	7
COc1cc(C(=O)Nc2ccc(S(=O)(=O)Nc3nccc(C)n3)cc2)cc(OC)c1OC	-4	98	103	5	6	12	0.9	-0.2	-3	12
Oc1c(C=C2N=c3ccccc3=N2)sc(=S)n1-c1ccc(F)cc1	6&8	92&82	94&93	-5&10	10&24	-14&-9	0.8&1.1	-0.2&-0.2	-10&-6	15&-6
COc1ccc(CCN=CC2=C(O)CC(C)(C)CC2=O)cc1	10	100	91	0	4	4	0.9	-0.2	-1	11
CCOC(=O)c1ccc(NC(=O)CSc2nnc(C3CCCCC3)n2C)cc1	-3	101	103	5	2	11	0.9	-0.3	12	9
Cc1ccc(-c2nc3ccccc3[nH]2)cc1NC(=O)c1sc2cc(Cl)ccc2c1Cl	-15	85	113	12	16	-17	1.1	-0.2	-15	-9
Cc1noc(C)c1C(=O)N1CCN(c2cccc(Cl)c2)CC1	-7	104	106	6	3	7	1	-0.1	3	2
OC(c1ccccc1)c1nc2ccccc2s1 (centres undefined)	-17	114	116	-9	-11	-9	0.9	0.5	2	10
CC(C)N(C(=O)c1sc2cc([N+](=O)[O-])ccc2c1Cl)C(C)C	-1	97	101	-12	11	-2	0.8	-0.2	2	23
CN(C)c1ccc(C2CC(=O)NC3=C2C(=O)CC(C)(C)C3)cc1 (centres undefined)	-2	97	102	2	6	-10	0.8	-0.1	5	23
O=S(=O)(Nc1ncccn1)c1ccc(NC(=S)NCCc2ccccc2)cc1	-3	108	101	-10	2	-2	1.1	0.0	4	-6
CC(CC(=O)Nc1cccc(Cl)c1)c1ccccc1 (centres undefined)	-6	98	105	2	4	10	0.8	0.0	8	22
CCOC(=O)N1CCC(Nc2c(NCCCOC)c(=O)c2=O)CC1	5	92	96	5	12	1	1	0.0	-10	5
CCc1cc2c(nc1CC)CCN(CC/C(C)=N/O[C@@H](C)c1cc(-c3c(C)cc(C)cc3C)no1)C2	-2	118	101	-5	-25	3	1.1	-0.2	13	-7
O=S(=O)(c1ccccc1S(=O)(=O)N1CCCCC1)N1CCCCC1	1	92	99	6	13	5	0.9	-0.3	1	11
COc1ccccc1CN1CCNC(=O)C1CC(=O)N(C)Cc1cnccn1 (centres undefined)	-9	100	106	1	4	12	0.8	-0.4	17	15
CCC(C)NC(=O)Cn1cnc([N+](=O)[O-])c1 (centres undefined)	-3	105	103	-9	0	-9	1	-0.3	3	4
O=C(NC(=S)Nc1ccc(CN2CCOCC2)cc1)c1ccc([N+](=O)[O-])cc1Cl	-2	109	99	1	-5	-3	0.7	0.0	3	29
CCC(c1nnc(SCc2nc3ccccc3s2)n1Cc1ccccc1)N(C)C (centres undefined)	-18	152*	117	1	-55	-43	0.8	-0.3	1	17
CCOC(=O)C1=C(C)NC(=O)NC1c1cccs1 (centres undefined)	2	94	97	-12	9	-17	0.9	-0.5	11	5
Cc1occc1C(=O)Nc1ccc2c(c1)CCC2	-61	96	156*	-6	4	-144	0.8	0.0	14	21
COc1ccc(OC)c(CN(CCCN2CCOCC2)S(=O)(=O)c2ccc(NC(C)=O)cc2)c1	8	104	93	2	-5	16	0.8	0.2	2	17
Cc1ccc(N(C(=O)Cc2cccs2)C(C(=O)NCC2CCCO2)c2ccncc2)cc1 (centres undefined)	5	103	94	-17	-1	-11	0.9	-0.1	8	12
Fc1cccc(Cl)c1-c1nnc2ccc(C(F)(F)F)cn12	4	104	94	5	-3	0	1	-0.2	3	5
O=C(Nc1ccccc1F)c1ccc(S(=O)(=O)NCC2CCCO2)cc1 (centres undefined)	9	98	92	-11	5	-14	0.9	-0.3	-5	11
COc1ccc(CCN(C(=O)c2cccc(F)c2)C2CC(=O)N(c3ccc(OC)cc3)C2=O)cc1 (centres undefined)	-2	106	104	-6	3	-12	0.8	-0.1	-19	15
COc1cc(OC)c(C(=O)OCC(=O)Nc2cc(C)on2)cc1OC	1	101	99	-7	1	-11	1	0.0	2	3
O=C(Cn1c(-c2cscn2)nc2ccccc21)Nc1cc(F)ccc1F	-6	93	105	0	11	-18	1	0.0	1	1
Cc1cccc(-n2nnnc2SCc2csc(-c3ccccc3)n2)c1	-9	96	108	20	8	-14	1	-0.5	10	2
CN(CCc1ccccn1)C(=O)CCC1CCCN(C(=O)c2ccsc2)C1 (centres undefined)	4	101	95	-3	5	-8	0.8	-0.2	3	15
COc1cccc(N2CCN(C(=O)c3ccc(=O)oc3)CC2C)c1 (centres undefined)	-1	98	101	9	4	-8	0.9	-0.3	3	8
Cc1nonc1NC(=O)c1ccccc1Br	5	97	95	6	8	1	1	-0.3	5	-3
CCn1c(=O)cc(SCC(=O)NCCC2=CCCCC2)c2ccccc21	7	97	94	-17	2	-35	0.9	-0.3	7	14
S=C1NNC2(CC3CC2C2CCCC32)NN1 (centres undefined)	7	101	93	-5	1	-10	0.9	-0.3	0	11
Cc1ccc(C(=O)Nc2ccc(C)c(S(=O)(=O)N(C)C)c2)s1	-47	111	141*	-2	-10	-104	0.9	-0.1	12	7
O=C(CNC(=O)c1ccc(Cl)cc1)NCC(F)(F)F	-1	101	101	8	-2	0	1	-0.3	2	-4
Cc1c(Cl)cnc(NC(=O)COC(=O)c2ccc3c(c2)OCO3)c1Cl	6	96	95	-10	8	6	0.7	0.0	9	26
COc1ccc2c(c1)c1ncn(CCN3CCNCC3)c(=O)c1n2C	0	104	100	5	-3	-3	0.9	-0.1	9	8
CN1CCN(C(=O)C(C(=O)c2ccc(F)cc2)n2ccccc2=O)CC1 (centres undefined)	-2	100	102	8	3	16	1	-0.3	14	3
Cc1c(/C=N/NC(=O)CNc2ccccc2)c2ccccn2c1C(=O)c1ccc(Cl)cc1	-8	105	107	1	0	3	0.9	-0.4	-45	9
C=CCn1c(N2CCN(c3ccc(OC)cc3)CC2)nc2c1c(=O)n(C)c(=O)n2C	27	94	73	0	13	13	1	-0.2	2	-3
CCOc1ccc(CCNC(=O)Cc2nn[nH]n2)cc1OCC	4	101	98	-7	4	-12	0.8	-0.1	3	20
CCCCc1ccc(NC(=O)c2ccc(NS(C)(=O)=O)cc2)cc1	-9	86	106	-13	22	12	0.9	-0.2	-1	7
COC(=O)c1ccc(OCC(=O)c2ccc(O)cc2O)cc1	8	104	93	-2	2	-10	0.8	-0.3	10	25
O=C(CSc1n[nH]c(-c2ccco2)n1)N1c2ccccc2Sc2ccccc21	-5	100	104	1	7	8	0.8	-0.2	14	16
CCC(=O)N(CC)c1nc(-c2cc(OC)ccc2OC)cs1	-4	78	103	-2	30	-4	0.8	0.5	0	15
Cc1oc(-c2cc(F)ccc2F)nc1CN1CCCN(C(=O)c2ccco2)CC1	-5	98	103	4	6	4	1	-0.1	9	-1
O=C(COc1ccc(Cl)cc1Cl)N1CCCN(C(=O)COc2ccc(Cl)cc2Cl)CC1	5	95	95	21	13	4	0.8	-0.5	1	16
CC(=O)N1CCN2C(=O)C1CCCC(=O)c1cc(C)ccc12 (centres undefined)	-1	96	101	-4	7	-18	1.1	-0.4	3	-8
c1ccc(Nc2ccccc2Nc2ccccn2)nc1	4	104	95	-12	-2	-27	0.8	-0.1	-1	21
Cc1ccc2nc(Nc3ccccc3O)nc(-c3ccccc3)c2c1	0	82	100	13	27	2	0.9	0.2	8	8
CCN1C(=O)C(CC(=O)Nc2ccc(OC)cc2)N(Cc2cccnc2)C1=S (centres undefined)	4	107	96	-11	-3	12	0.8	-0.3	-3	18
COc1ccccc1OCc1nc(C#N)c(N2CCC(C(N)=O)CC2)o1	-4	106	103	8	0	-2	0.9	0.3	3	10
CCN(CC)S(=O)(=O)c1cc([N+](=O)[O-])ccc1N=Nc1c(O)n(C)c2ccccc12	-4	107	103	7	-10	6	0.9	-0.2	6	10
CCOC(=O)CC(=O)CSc1nc(-c2cccnc2)cc(C)c1C#N	-1	102	101	-5	0	10	0.8	0.8	6	15

Continued; the last 3 above are carried over.
SMILES	STAT1 inh	STAT3 activator	STAT1 activator	TLR4 MyD88 comp	STAT3 blocker	APP transl inh	Diaphorase act	Hsp70 act	G6PDH counter	Diaph inh CS
COc1ccccc1OCc1nc(C#N)c(N2CCC(C(N)=O)CC2)o1	-4	106	103	8	0	-2	0.9	0.3	3	10
CCN(CC)S(=O)(=O)c1cc([N+](=O)[O-])ccc1N=Nc1c(O)n(C)c2ccccc12	-4	107	103	7	-10	6	0.9	-0.2	6	10
CCOC(=O)CC(=O)CSc1nc(-c2cccnc2)cc(C)c1C#N	-1	102	101	-5	0	10	0.8	0.8	6	15
O=C(CCc1nnc(C2CCCCC2)o1)NCc1ccc(F)c(F)c1	-8	100	106	-1	6	-5	1.1	-0.1	13	-12
CCOC(=O)c1cccc(NC(=O)CSc2nnnn2C)c1	-9	106	108	15	-1	-21	1	0.0	2	-4
CCOC(=O)C1CCN(Cc2nc3ccccc3c(=O)n2-c2ccc(F)cc2)CC1	11	95	95	9	6	-1	0.9	-0.3	0	11
COC(=O)c1ccc(CSc2ncnc3ccccc23)o1	10	99	91	-15	10	-5	0.9	-0.2	18	6
O=C(Nc1ccc(Cl)cc1)Nc1cc([N+](=O)[O-])ccc1F	1	104	99	1	-5	4	0.9	-0.2	11	11
CCNC(=O)COC(=O)COc1ccc(Cl)cc1C	4	98	97	6	6	16	0.8	0.4	5	24
Cc1cccc2c(C(=O)Nn3cnnc3)cc(-c3ccccc3Cl)nc12	-15	103	111	0	1	13	1	-0.6	6	4
